PGC1a acetyl inh – lowers PGC1a acetylation signal in U2OS cells; inhibition, % at 15.6 µM; 350,000 compounds, 0.17% hits; AlphaScreen anti-acetyl-lysine; with virally co-expressed GCN5 acetyltransferase;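 active = every replicate shows inhibition of at least 40%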;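 note: 0% = neutral control wells and 100% = positive control wells; some results beyond the cut were filed as inactive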
ERAP1 HTS inh – blocks human ERAP1 aminopeptidase activity. AID 652197. recombinant ERAP1, Leu-AMC fluorescence, 60 min. inhibition, % at 10.7 µM. 340,000 compounds, 0.15% hits;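 active = mean replicate inhibition of at least 30%, or all replicates individually reaching that 30% level; inactive = mean below 30% and not every replicate reaching it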;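 note: 0% = neutral control wells and 100% = L-leucinethiol positive control wells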
SIRT5 block – inhibitors of human sirtuin-5 desuccinylase. Q9NXA8. Purified SirT5, succinyl-peptide AMC, trypsin-coupled fluorescence. inhibition, % at 15 µM. 330,000 compounds, 1.1% hits. AID 652115; in the data active = inhibition above about 15%
Target sequence (Q9NXA8 whole entry, looked up): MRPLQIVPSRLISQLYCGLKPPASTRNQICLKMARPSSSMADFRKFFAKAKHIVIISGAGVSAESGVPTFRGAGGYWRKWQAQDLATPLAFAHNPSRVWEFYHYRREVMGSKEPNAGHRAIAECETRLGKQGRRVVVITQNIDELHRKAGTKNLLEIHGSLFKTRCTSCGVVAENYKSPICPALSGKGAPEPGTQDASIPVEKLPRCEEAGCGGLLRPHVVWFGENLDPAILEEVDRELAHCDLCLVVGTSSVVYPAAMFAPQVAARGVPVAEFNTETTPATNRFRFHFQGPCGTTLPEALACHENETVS
XiGFP reactiv – reactivates the inactive X chromosome in mouse fibroblasts; XiGFP mouse fibroblasts, % GFP-positive cells imaging, 3 d; cells co-treated with 5-aza-dC sensitizer; scaled so ellipticine positive control = 100%; activation, % at 7.58 µM; 360,000 compounds, 0.055% hits; AID 743238;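 active = mean normalized replicate activation at least 10% and every replicate at or above 10%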;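 note: 0% = median of on-plate neutral control wells and 100% = ellipticine 6 µM median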
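Material: XiGFP fibroblasts, SV40-immortalized. Buffer or medium: DMEM plus 5-aza-dC sensitizer. Compound: single concentration per compound, delivered by pin transfer. Times: 3 days compound exposure. Controls: ellipticine 6 µM.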
LGR2 antag – inhibitors of bursicon-induced Drosophila LGR2 receptor cAMP signaling; AID 720647; inhibition, % at 9.99 µM; 380,000 compounds, 0.35% hits; HEK293 LGR2, CRE-luciferase, bursicon-stimulated, 4 h;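 active = drop in luminescence signal, shown as inhibition above about 50% in the replicate tests, limit read from the data, passing the limit was not always enough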;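 note: agonist challenge used bursicon conditioned medium at about half maximal strength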
Statin myotox sup – suppression of simvastatin myotoxicity | C2C12 myotubes + simvastatin, ATP luminescence, 48 h; scaled: DMSO 0, geranylgeraniol control 100 | rescue of ATP level, % at 7.49 µM | 330,000 compounds, 0.78% hits;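 active = mean ATP rescue above about 67%, or every replicate alone reaching that limit, limit read from the data, passing the limit was not always enough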;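 note: myotubes were challenged with 10 µM simvastatin during compound exposure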
Cneo AK release – causes C. neoformans cell lysis; adenylate kinase release luminescence, 4 h; normalised: neutral wells 0, clomiphene wells 100; lysis activity, % at 15 µM; 360,000 compounds, 0.2% hits; AID 651654;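 active = mean lysis activity across replicates of at least 80%, whatever share of replicates individually reach that level; inactive = mean lysis activity below 80%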
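Test system: log-phase Cryptococcus neoformans yeast cells. Input: 5 × 10^6 yeast cells/mL. Medium: fresh YPD growth medium. Doses: single dose. Incubation: static 4 h at 37 °C with compound, 1 h detection. Measured by: luminescent adenylate kinase detection reagent. Read-out: signal increase indicating cell lysis. Benchmarks: Clomiphene.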
S100A4 MyoIIA – S100A4-myosin IIA interaction inhibition. P26447. S100A4/TAMRA-MyoIIA peptide fluorescence polarization. inhibition, % at 10.7 µM. 360,000 compounds, 0.14% hits. AID 652163;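 active = mean inhibition of at least 70% across replicates, with every replicate also reaching that level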
Target sequence (P26447 whole entry, looked up): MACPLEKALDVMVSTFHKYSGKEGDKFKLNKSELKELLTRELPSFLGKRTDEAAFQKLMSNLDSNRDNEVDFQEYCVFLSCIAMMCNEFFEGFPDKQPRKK
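Material: S100A4 monomer protein | Medium: HEPES pH 7.2 with CaCl2, KCl, NaCl, DTT, Triton | Reagent: Labelled myosin peptide probe, 5 nM | Doses: One dose per compound | Times: 5 min incubation before reading | Benchmarks: Neutral control DMSO, positive control TFP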
* hit, by the source's call; · = no result given.

SMILES | PGC1a acetyl inh | ERAP1 HTS inh | SIRT5 block | XiGFP reactiv | LGR2 antag | Statin myotox sup | Cneo AK release | S100A4 MyoIIA
CCc1ccc(OCC(=O)NC(=S)Nc2ccc(C(C)=O)cc2)c(Br)c1 | -1 | -1 | -1 | · | 2 | -13 | 0 | 5
COc1cc(Cl)ccc1OCc1cc(C(=O)NC(C)Cc2cccnc2)no1 (stereo unspecified) | 4 | 1 | 0 | 0.3 | -28 | -2 | -27 | -5
COc1cc([N+](=O)[O-])ccc1NC(=O)NCc1ccco1 | · | -2 | 0 | 0.0 | · | · | · | 1
C/C=C/c1ccc([C@H]2[C@H](CO)N3C(=O)CN(C(=O)Nc4ccc(OC)cc4)C[C@@H]23)cc1 | -1 | 2 | 0 | 0.1 | -15 | · | · | 11
COc1ccc(-n2c(Cc3cccn3C)nnc2SCC(=O)N2CCC(C)CC2)cc1 | 0 | 0 | 12 | 0.1 | 0 | 6 | 1 | -4
CCOC(=O)C1CCCN(C(=O)c2ccc(S(=O)(=O)N3CCCC3)cc2)C1 (stereo unspecified) | 1 | 0 | 0 | 0.0 | -3 | -5 | 1 | -4
COc1cccc(NC(=O)CCC2CCN(C(=O)c3scnc3C)CC2)c1 | · | -5 | -4 | 0.0 | 6 | · | -2 | 4
CCOC(=O)C1CCCN(C(=O)c2ccc3c(c2)N(C)C(=O)/C(=C/c2ccccc2Cl)S3)C1 (stereo unspecified) | 12 | 2 | 12 | 0.2 | -4 | -4 | 0 | 6
CCN1[C@H](C(=O)N2CCCCC2)[C@@H](CO)[C@@H]2Cn3c(ccc(-c4cccc(F)c4)c3=O)[C@@H]21 | · | 1 | 0 | 0.0 | -14 | 11 | -1 | -1
CCc1ccc(-n2c(C)cc(/C=N/NC(=O)OC)c2C)cc1 | 7 | -1 | -7 | 0.1 | 0 | -10 | 0 | -4
C[C@@H]1CN([C@H](C)CO)S(=O)(=O)c2ccc(C#Cc3ccc(F)cc3)cc2O[C@H]1CN(C)C(=O)c1ccccn1 | 1 | -2 | 10 | 0.5 | -8 | 33 | 0 | 0
Cc1csc(SC(C)C(=O)NCC2CCCCC2)n1 (stereo unspecified) | · | -2 | -1 | 0.6 | 0 | · | · | -4
Cc1cc(C)c(S(=O)(=O)NC2CC3CCC2C3)c(C)c1 (stereo unspecified) | -4 | 2 | 0 | 0.0 | 3 | 2 | -1 | 3
CCSc1nc2sc3c(c2c(=O)n1-c1ccc(C)cc1)CCN(C)C3 | -35 | 0 | -8 | -0.1 | 14 | 26 | -2 | -14
C[C@@H]1CN([C@H](C)CO)C(=O)c2cc(NS(=O)(=O)c3ccccc3)ccc2O[C@@H](C)CCCCO[C@H]1CN(C)S(=O)(=O)c1cccs1 | 4 | 0 | 1 | 0.0 | 16 | · | 7 | 7
C/C=C/c1ccc([C@H]2[C@@H](CO)N(C(=O)CN(C)C)C23CN(C(=O)C2CC2)C3)cc1 | -1 | 6 | -3 | 0.0 | 16 | · | · | 9
CCOC(=O)C(=O)N(C)c1c(CC)nc2c(OCc3ccc(Cl)cc3)cccn12 | 2 | 7 | 1 | 0.2 | 0 | 13 | 0 | 7
COc1cccc(NC(=O)Nc2ccc(Br)cn2)c1 | 3 | -1 | -5 | 0.0 | -47 | 15 | -2 | -1
COc1ccc(CNCc2ccc(C(F)(F)F)cc2)cc1OC | 3 | -7 | -2 | 0.1 | 15 | 29 | -3 | 31
Cc1ccccc1OCC(=O)NNC(=O)c1cc(S(=O)(=O)N2CCOCC2)ccc1N1CCCC1 | -6 | 1 | -2 | -0.1 | 1 | -5 | -4 | -4
C(#Cc1ccc(C#CCN2CCCC2)cc1)CN1CCCC1 | 10 | · | · | · | 1 | -5 | 1 | ·
O=C(C[C@@H]1CC[C@@H](NC(=O)C2CCOCC2)[C@H](CO)O1)NCC1CCCCC1 | -6 | -3 | 3 | 0.2 | -12 | -3 | 1 | -2
CC1(C(=O)NS(=O)(=O)c2ccccc2)CCN1C(=O)C1(c2ccccc2)CCCC1 (stereo unspecified) | · | 3 | -3 | 0.0 | -5 | -4 | -12 | 1
O=C(NN1C(=O)c2cc(Br)ccc2NC1c1ccccc1Cl)c1ccncc1 (stereo unspecified) | · | 2 | 0 | 0.3 | -11 | · | · | 3
Cc1ccc(-c2nnn3c2nc(NC(C)C)c2ccccc23)cc1 | -6 | 14 | -4 | 0.2 | -18 | -35 | 0 | 1
CCn1cc(CN(C)C(=O)/C=C/c2ccc([N+](=O)[O-])cc2)c(C)n1 | 14 | · | · | 0.0 | -8 | -5 | 1 | ·
COc1ccc(CCCC(=O)N/N=C/c2cccc(OC)c2O)cc1C | · | -1 | -2 | 1.1 | 2 | · | · | -10
O=C(O)CCc1nn2c3ccccc3nc2n(-c2ccccc2)c1=O | 12 | 1 | 3 | · | -2 | 0 | -3 | -1
Cc1c(OC(C)C(=O)NCCCN2CCCC2=O)ccc2c3c(c(=O)oc12)CCCC3 (stereo unspecified) | · | 2 | -7 | 0.3 | 4 | · | · | -1
C[C@@H]1CN([C@@H](C)CO)C(=O)c2cc(C#CCN(C)C)cnc2O[C@@H]1CN(C)C(=O)Cc1ccccc1 | 4 | 0 | 9 | -0.1 | 12 | 0 | 50 | -8
C[C@H]1CN([C@@H](C)CO)C(=O)c2cccc(NS(=O)(=O)c3ccc(Cl)cc3)c2O[C@H]1CN(C)S(=O)(=O)c1cccs1 | -11 | -3 | 2 | -0.1 | -3 | · | -1 | -5
Cc1cc(=O)oc2cc(NC(=O)c3ccccc3Cl)ccc12 | -2 | -8 | -2 | 0.4 | -66 | · | 0 | 0
C[C@@H]1CCCCO[C@@H](CN(C)Cc2ccc(Cl)c(Cl)c2)[C@H](C)CN([C@H](C)CO)C(=O)c2cc(NC(=O)Nc3ccc4c(c3)OCO4)ccc2O1 | -7 | -7 | 5 | -0.8 | 2 | · | 57 | 6
Nc1c(C(=O)NCc2ccco2)sc2nc3c(cc12)C(=O)CCC3 | -8 | 5 | 4 | · | -18 | 3 | -4 | 10
COc1ccc(OCc2cc(C(=O)NCCc3ccccc3)no2)c(Cl)c1 | 12 | -7 | 5 | 1.2 | 23 | -57 | -1 | -17
CCCCOC(=O)c1ccc(NC(=O)CSCc2n[nH]c(=O)[nH]2)cc1 | 0 | · | · | · | -10 | 2 | -1 | ·
C[C@@H]1CN([C@@H](C)CO)C(=O)c2cc(NS(=O)(=O)c3ccccc3)ccc2O[C@@H]1CN(C)Cc1ccc2c(c1)OCO2 | 22 | -3 | -3 | 0.0 | -20 | 42 | -3 | 23
CC(C)C#Cc1ccc([C@H]2[C@@H](CO)N3CCCCN(C(=O)c4ccc(F)cc4)C[C@@H]23)cc1 | 0 | 0 | 7 | 0.2 | 14 | 10 | 6 | -1
CN(C)c1ccc2c3c(ccc(N(C)C)c13)COC2 | -3 | -4 | 1 | 0.3 | 20 | · | · | 0
O=C(N[C@@H]1CC[C@@H](CCn2cc(C3(O)CCCC3)nn2)O[C@H]1CO)C1CCCC1 | 10 | 1 | 2 | 0.1 | -1 | -6 | -2 | 1
c1ccc(-c2ccc(-c3cnc4n3CCCCC4)cc2)cc1 | 6 | · | · | · | -47 | -17 | 39 | ·
CC(C)NC(=O)N1CCCN(c2nc3ccc(Cl)cc3s2)CC1 | · | 0 | -2 | 0.0 | -4 | -12 | 0 | 1
CCOC(=O)c1ccc(NC(=O)CN2C(=O)NC3(CCCCCC3)C2=O)cc1 | -10 | 1 | -3 | -0.2 | -6 | · | · | -3
CCCCCC(=O)N1CC2(CC(c3cccc(NC(=O)CC)c3)=NO2)C[C@H]1C(N)=O (stereo partly specified) | -2 | -2 | · | 0.1 | -2 | 16 | -3 | 13
Cc1nnc2c3ccccc3ccn12 | · | 2 | -4 | 0.0 | 17 | · | · | 2
Cc1ccc(S(=O)(=O)N2CC[C@@H]3[C@H]2c2cc(C#Cc4cccnc4)ccc2N(C)[C@H]3CO)cc1 | -15 | · | · | 0.3 | 9 | -19 | -4 | ·
Fc1ccccc1-c1nc(-c2ccc(-c3nn[nH]n3)cc2)no1 | 5 | -1 | -5 | -0.2 | -53 | -18 | 1 | 1
CO[C@@H]1CN(C)C(=O)c2ccc(NC(C)=O)cc2OC[C@H](C)N(C(=O)C2CCCCC2)C[C@@H]1C | · | 2 | 5 | 0.1 | -22 | -5 | -2 | 5
CC(C)CCC(CCN1CCCC1)c1ccc2c(c1)OCO2 (stereo unspecified) | -7 | 0 | -2 | 0.2 | 28 | -35 | 2 | -1
CCCc1sc(N/N=C/c2ccccn2)nc1-c1ccc(Br)cc1 | 8 | 0 | -2 | · | -16 | -165 | 0 | 0
C[C@@H]1CN([C@H](C)CO)C(=O)Cc2cc(NS(=O)(=O)c3ccccc3)ccc2O[C@@H]1CN(C)S(=O)(=O)c1ccc(Cl)cc1 | 3 | · | · | -1.1 | -3 | -11 | -3 | ·
CC(=O)c1ccc(OCc2cccc(C(F)(F)F)c2)cc1O | 2 | -11 | -3 | 0.0 | -37 | 5 | · | 0
O=C(O)c1cccc(NC(=S)NCc2ccccc2)c1 | 3 | -4 | -2 | 0.0 | 31 | -3 | -4 | -7
Cc1cccc(NC(=O)c2nc[nH]c2C(=O)NC[C@H](C)O)c1 | -15 | 16 | 27* | -0.2 | 11 | 21 | 1 | 9

Part of the list above in order of molar mass, low to high:
SMILES | PGC1a acetyl inh | ERAP1 HTS inh | SIRT5 block | XiGFP reactiv | LGR2 antag | Statin myotox sup | Cneo AK release | S100A4 MyoIIA
O=C(O)c1cccc(NC(=S)NCc2ccccc2)c1 | 3 | -4 | -2 | 0.0 | 31 | -3 | -4 | -7
Cc1cccc(NC(=O)c2nc[nH]c2C(=O)NC[C@H](C)O)c1 | -15 | 16 | 27* | -0.2 | 11 | 21 | 1 | 9
CC(C)CCC(CCN1CCCC1)c1ccc2c(c1)OCO2 (stereo unspecified) | -7 | 0 | -2 | 0.2 | 28 | -35 | 2 | -1
Fc1ccccc1-c1nc(-c2ccc(-c3nn[nH]n3)cc2)no1 | 5 | -1 | -5 | -0.2 | -53 | -18 | 1 | 1
CC(=O)c1ccc(OCc2cccc(C(F)(F)F)c2)cc1O | 2 | -11 | -3 | 0.0 | -37 | 5 | · | 0
CC(C)NC(=O)N1CCCN(c2nc3ccc(Cl)cc3s2)CC1 | · | 0 | -2 | 0.0 | -4 | -12 | 0 | 1
CCOC(=O)c1ccc(NC(=O)CN2C(=O)NC3(CCCCCC3)C2=O)cc1 | -10 | 1 | -3 | -0.2 | -6 | · | · | -3
CCCCCC(=O)N1CC2(CC(c3cccc(NC(=O)CC)c3)=NO2)C[C@H]1C(N)=O (stereo partly specified) | -2 | -2 | · | 0.1 | -2 | 16 | -3 | 13
Cc1ccc(S(=O)(=O)N2CC[C@@H]3[C@H]2c2cc(C#Cc4cccnc4)ccc2N(C)[C@H]3CO)cc1 | -15 | · | · | 0.3 | 9 | -19 | -4 | ·
C[C@@H]1CN([C@H](C)CO)C(=O)Cc2cc(NS(=O)(=O)c3ccccc3)ccc2O[C@@H]1CN(C)S(=O)(=O)c1ccc(Cl)cc1 | 3 | · | · | -1.1 | -3 | -11 | -3 | ·

High-throughput results: PubChem BioAssay, Broad Institute

This is a subset; the hit share may differ from the screen's.
